# Source: PubChem (several laboratories)
# TRPC4 inh: inhibitors of mouse TRPC4 channel; 300,000 compounds, 0.39% hits; B-score at 10 µM; HEK293 TRPC4beta/mu-opioid, DAMGO-evoked Fluo4 calcium flux; active compounds read low; AID 2247; Q9QUQ5;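 active = B-score over 3 SD under the library average, no early fluorescence shift, positive overall ratio signal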
#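 test system = HEK293 cells with stable TRPC4beta plus mu-opioid receptor expression | detection = Fluo4 Ca2+ flux fluorescence | read-out = integrated fluorescence ratio relative to baseline, converted to per-well B score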
# MrgX1 PAM: human MrgX1 positive allosteric modulation, primary screen; B-score at 10 µM; 310,000 compounds, 0.63% hits; AID 588675; MrgX1-HEK293, Fluo-4 calcium flux, FDSS; active compounds read high;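 active = plate-corrected calcium response at least 3 library SD above typical, normal starting fluorescence, not activating the receptor alone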;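 also: compound read alongside a low EC10 to EC30 dose of BAM8-22 agonist; peak minus trough fluorescence over baseline measured at the second addition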
# MrgX1 ag: activates human MrgX1 receptor signaling; Q96LB2; MrgX1-HEK293 cells, Fluo-4 calcium fluorescence, agonist mode; active compounds read high; 310,000 compounds, 0.44% hits; B-score at 10 µM;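 active = calcium response B-score plate-corrected fluorescence ratio at least 3 library SD, with starting fluorescence B-score inside 5 SD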
#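 Test system: HEK293 cells stably expressing human MrgX1 receptor; Input: fifteen thousand cells per well; Dosing: compound delivered in addition one of three; Schedule: overnight seeding, then 1 h dark dye loading; Technique: Fluo-4 NW calcium fluorescence; Measure: B-scored fluorescence response ratio; Controls: positive and negative controls per plate.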
# HIF act: HIF pathway transcriptional activation; U2OS HRE-luciferase reporter, luminescence; normalized: DMSO 0%, desferrioxamine 100%; activation, % at 7.5 µM (by protocol); 300,000 compounds, 0.32% hits; AID 1910;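 active = mean activation of at least 10% of the iron chelator positive control signal, with at least half of replicates also reaching 10%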
# MrgX1 antagonist: blocks BAM8-22 activation of human MrgX1 receptor; Q96LB2; 310,000 compounds, 1.3% hits; B-score at 10 µM; MRGX1-HEK293 calcium flux, Fluo-4, BAM8-22 antagonism; active compounds read low; AID 588676;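 active = calcium-response B-score plate-corrected more than 3 library SD below zero, starting fluorescence within 5 deviations, no agonist response on first addition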;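 also: peak minus trough fluorescence over baseline after final BAM8-22 challenge near maximal dose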
# PolyA inhibitor: blocks polyadenylation in yeast reporter cells; S. cerevisiae SKY197-pL101 polyadenylation reporter, beta-gal luminescence; efflux-impaired pdr1/pdr3 knockout yeast; score 100 = 6 SD above DMSO; calls only at 12 µM; 300,000 compounds, 0.02% hits;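 active = lowest replicate activity score at least 50, where 100 means six control SD above control mean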;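 also: yeast exposed to compound for 9 h at 30 °C; higher score means more reporter readthrough which indicates perturbed polyadenylation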
# TRPC4 act: TRPC4 (mouse) channel activation; Q9QUQ5; HEK293 TRPC4beta/mu-opioid, Fluo4 calcium fluorescence; active compounds read high; B-score at 10 µM; 310,000 compounds, 0.49% hits; AID 2237;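 active = B-score above 5 SD of library B-scores, and initial fluorescence ratio not above library mean plus 5 SD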;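 also: positive B-score marks a calcium rise read as TRPC4 activation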
#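 Assay system – TRPC4beta and mu-opioid receptor HEK293 stable cells · Measured by – Fluo4 fluorescence, kinetic · Schedule – dye loading 45 min room temperature, 110 s kinetic read · Read-out – B-scored integrated calcium fluorescence ratio · Controls – buffer and maximal DAMGO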
# AI-2 QS mod: modulates the Vibrio harveyi AI-2 quorum sensing system; Vibrio harveyi JMH597 AI-2 luminescence/OD600 ratio, 9 h; active compounds read low; strain lacks LuxN and CqsS sensors; 0 = neutral-control median; 300,000 compounds, 0.4% hits; activity change, % at 7.5 µM; AID 2094; in the data active = activity change below about -75%, passing the limit was not always enough;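 also: luminescence divided by OD600 gain over 9 h not by final OD600 alone; inactives centre near 13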
# TRPC6 inhibitor: blocks the mouse TRPC6 cation channel; HEK293-TRPC6, membrane potential dye, ACh-evoked depolarization; active compounds read low; B-score at 10 µM; 310,000 compounds, 1.1% hits;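 active = B-score under library mean minus 3 SD, initial fluorescence not abnormally high, positive integrated signal ratio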;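 also: B-score derived from integrated fluorescence ratio over the kinetic read; more negative B-score means stronger inhibition of depolarization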
# Target sequence (Q61143 whole entry, looked up): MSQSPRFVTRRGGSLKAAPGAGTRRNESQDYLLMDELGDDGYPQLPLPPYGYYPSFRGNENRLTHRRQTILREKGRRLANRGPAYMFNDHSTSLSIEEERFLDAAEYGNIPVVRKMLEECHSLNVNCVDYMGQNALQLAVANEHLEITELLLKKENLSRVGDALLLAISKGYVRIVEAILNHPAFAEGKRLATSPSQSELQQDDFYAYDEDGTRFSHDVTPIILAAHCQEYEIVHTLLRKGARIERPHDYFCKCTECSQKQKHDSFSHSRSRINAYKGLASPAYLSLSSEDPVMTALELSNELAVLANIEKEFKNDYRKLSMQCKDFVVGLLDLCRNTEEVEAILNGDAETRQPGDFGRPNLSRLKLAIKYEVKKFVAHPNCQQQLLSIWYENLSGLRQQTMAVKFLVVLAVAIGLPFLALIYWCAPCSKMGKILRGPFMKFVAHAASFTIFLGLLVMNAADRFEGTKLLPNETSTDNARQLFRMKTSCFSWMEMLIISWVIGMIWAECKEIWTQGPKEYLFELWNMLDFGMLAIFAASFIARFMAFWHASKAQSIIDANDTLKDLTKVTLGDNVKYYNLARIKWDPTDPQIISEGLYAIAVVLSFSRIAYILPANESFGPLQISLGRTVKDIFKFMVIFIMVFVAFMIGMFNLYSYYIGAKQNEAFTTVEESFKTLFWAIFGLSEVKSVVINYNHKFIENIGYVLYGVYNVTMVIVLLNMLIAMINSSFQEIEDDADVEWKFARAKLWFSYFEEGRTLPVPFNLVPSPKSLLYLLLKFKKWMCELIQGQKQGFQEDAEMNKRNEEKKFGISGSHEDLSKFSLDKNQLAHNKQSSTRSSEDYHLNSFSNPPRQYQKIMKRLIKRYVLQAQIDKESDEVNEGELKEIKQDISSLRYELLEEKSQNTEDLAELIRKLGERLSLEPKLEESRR
# TRPC6 act: activates the mouse TRPC6 cation channel. Q61143. HEK293-TRPC6 membrane potential dye fluorescence; active compounds read high. B-score at 10 µM. 310,000 compounds, 0.13% hits. AID 2550;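 active = B-score of the integrated fluorescence ratio above library mean plus 3 SD, and starting fluorescence ratio within library mean plus 5 SD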;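 also: higher score means more depolarization so channel activation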
# TRPC4 PAM: allosteric potentiators of mouse TRPC4 channel; 310,000 compounds, 0.42% hits; B-score at 10 µM; HEK293 TRPC4beta/mu-opioid, DAMGO EC20, Fluo-4 Ca2+ flux; active compounds read high; Q9QUQ5;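 active = B-score of calcium response area above 5 SD of library B-scores, with initial fluorescence ratio within 5 SD of library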;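 also: B-score of integrated fluorescence ratio over time as area under calcium response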
# * marks the source's active call; other numbers are inactive results; i = inactive; . = no result given. Only part of the results is shown; the hit share may differ from the screen's.
Structure,TRPC4 act,MrgX1 antagonist,AI-2 QS mod,MrgX1 PAM,HIF act,TRPC4 inh,TRPC4 PAM,TRPC6 inhibitor,PolyA inhibitor,TRPC6 act,MrgX1 ag
COc1ccccc1C(=O)N/N=C(\C)CC(=O)Nc1ccccc1NC(C)=O,i,i,-8,i,3.3,i,i,i,i,i,i
COc1cc(C(=O)NC(C)CCc2ccccc2)cc(OC)c1OC (stereo unspecified),i,i,0,i,-0.4,i,i,i,i,i,i
CCOCCCN(C(=O)Cn1nnc(-c2ccc(C)o2)n1)C(C(=O)NCC1CCCO1)c1ccc(F)cc1 (stereo unspecified),i,i,29,i,-0.2,i,i,i,i,i,i
CCOc1ccc(CCNC(=O)COC(=O)c2cccnc2OCC)cc1OCC,i,i,22,i,-0.6,i,i,i,i,i,i
C/C(=N\NC(N)=S)c1ccccc1,i,i,11,i,0.1,i,i,i,i,i,i
COC(=O)c1sccc1NC(=S)Nc1cc(OC)ccc1OC,i,i,8,i,0.5,i,i,i,i,i,i
COC(=O)c1c(-c2ccc(F)cc2)csc1NC(=O)C1CCCO1 (stereo unspecified),i,i,-13,i,3.2,i,i,i,i,i,i
O=C(CC1Nc2ccccc2NC1=O)NCCCN1CCCCCC1 (stereo unspecified),i,i,0,i,0.0,i,i,i,i,i,i
Cc1nc2ccccc2cc1OCc1ccc(Cl)cc1,i,i,-55,i,2.6,i,i,i,i,i,i
CCOc1ccc(/C=N/NC(=O)c2ccccc2NC(=O)c2ccc(OC)cc2)cc1,i,i,5,i,1.9,i,i,i,i,i,i
Cc1cccc(Nc2nc(N)nc(CN3CCC(C(N)=O)CC3)n2)c1C,i,i,4,i,0.2,i,i,i,i,i,i
O=S(=O)(Cc1ccccc1)N1CCCCC1,i,i,8,i,-0.2,i,i,i,i,i,i
Cc1ccc(N2CCN(C(=O)c3ccccc3Br)CC2)c(C)c1,i,i,30,i,-0.4,i,i,i,i,i,i
O=C(Nc1ccc(Oc2cccnc2)cc1)C1CCN(Cc2ccccc2)CC1,i,i,25,i,3.7,i,i,i,.,i,i
CCN(CC(=O)Nc1ccc(NC(C)=O)cc1)C(=O)CSCC(=O)Nc1ccc(C)cc1,i,i,3,i,0.7,i,i,i,i,i,i
O=C(CCn1cnc2ncccc2c1=O)N1CCN(c2cccc(Cl)c2)CC1,i,i,19,i,-0.3,i,i,i,i,i,i
CCOc1ccccc1NC(=O)Cn1c(=O)n(CCC(=O)NC2CCCC2)c(=O)c2ccccc21,i,i,5,i,0.0,i,i,i,i,i,i
CSc1c(-c2ccccn2)c(N)nn1C(=O)C1CC1,i,i,18,i,0.1,i,i,i,i,i,i
CN(CCc1ccccc1)C1CCCN(C(=O)Cn2cccn2)C1 (stereo unspecified),i,i,24,i,-0.5,i,i,i,i,i,i
COc1cccc2cc(C(=O)NC(C)c3ccccc3)c(=O)oc12 (stereo unspecified),i,i,9,i,-7.5,i,i,i,i,i,i
CCN(CC)c1ccc(NS(=O)(=O)c2ccc(OC)cc2)cc1,i,i,11,i,-0.6,i,i,i,i,i,i
O=C1/C(=C/c2ccccc2Cl)SC(=S)N1CCC(=O)N1CCCCC1CCO (stereo unspecified),i,i,14,i,-0.7,i,i,i,i,i,i
O=S1(=O)[C@H]2C[C@@H]3CC[C@]2(CN1Cc1cccc(F)c1)O3,i,i,19,i,-0.8,i,i,i,i,i,i
Cc1cc(Cl)cc(C)c1OCCCCn1ccnc1,106*,i,17,i,-0.7,i,i,i,i,i,i
Cc1ccc(Nc2nc(N)nc(CN3CCN(Cc4ccc5c(c4)OCO5)CC3)n2)c(C)c1,i,i,14,i,-0.8,i,i,i,i,i,i
COc1cccc(CNC(=O)CCCSc2ccccc2)c1,i,i,25,i,-0.2,i,i,i,i,i,i
COc1ccc(S(=O)(=O)NC2CC(C)(C)NC(C)(C)C2)c2ccccc12,i,i,5,i,0.2,i,i,i,i,i,i
CC(C)(C)c1ccc(C(=O)Nc2ccc(CC(=O)O)cc2)o1,i,i,14,i,-4.1,i,i,i,i,i,i
CCc1ccc2[nH]c(=O)c(-c3ccccc3)c(O)c2c1,i,i,25,i,-1.0,i,i,i,i,i,i
COc1ccc(C(=O)Nn2c(CC(C)C)nc3cc(OC)c(OC)cc3c2=O)c(OC)c1,i,i,9,i,-2.0,i,i,i,i,i,i
O=C1C(Cc2ccccc2)Nc2ncnc(N3CCc4ccccc4C3)c2N1Cc1ccc(Cl)cc1 (stereo unspecified),i,i,25,i,0.1,i,i,i,i,i,i
Cc1nc2c(sc3nc4c(cc32)COC(C)(C)C4)c(=O)n1CC(=O)NCc1ccco1,i,i,-8,i,3.4,i,i,i,i,i,i
O=C(CN(c1cccc(C(F)(F)F)c1)S(=O)(=O)c1ccccc1)N1CCOCC1,i,i,13,i,-0.2,i,i,i,i,i,i
Cc1ccc(C2(C(F)(F)F)NC(=O)N3N=C4CCCCCN4C3=C2C#N)cc1 (stereo unspecified),i,i,0,i,-0.4,i,i,i,i,i,i
COc1ccc(CNCc2cn(-c3cccc(F)c3)nc2-c2ccc(C)o2)cc1,103*,i,34,i,0.4,i,i,i,i,i,i
Nc1nc(NCc2ccccc2)n(-c2ccccc2)n1,i,i,16,i,-1.1,i,i,i,i,i,i
Cc1ccc(N(C)S(=O)(=O)c2c(C)noc2/C=C/N(C)C)cc1,i,i,4,i,-0.3,i,i,i,i,i,i
CC(=O)OCCN1C(=O)c2ccc(-c3nc4ccccc4c(=O)o3)cc2C1=O,i,i,-12,i,0.0,i,i,i,i,i,i
COC(=O)CNC(=O)COC(=O)c1ccc(Cl)nc1,i,i,10,i,0.1,i,i,i,i,i,i
O=C(NCCc1ccccc1)C1CCCN(C(=O)Nc2ccc(F)cc2)C1 (stereo unspecified),i,i,2,i,-0.4,i,i,i,i,i,i
COc1ccc(C(=O)CSc2ccc(-c3ccccc3)nn2)cc1,i,i,-4,i,-0.1,i,i,i,i,i,i
CC(OC(=O)c1nn(C)c(=O)c2ccccc12)C(=O)NC1CCCCC1C (stereo unspecified),i,i,4,i,0.9,i,i,i,i,i,i
CC(C)c1ccc(Nc2ncccc2C(=O)O)cc1,i,i,23,i,2.4,i,i,i,i,i,i
CC1=NN(c2ccc(F)cc2)C(=O)C1C(c1cccc(O)c1)c1c(C)[nH]n(-c2ccc(F)cc2)c1=O (stereo unspecified),i,i,52,i,0.6,i,i,i,i,i,i
Clc1ccc(-c2nnc(COc3ncnc4ccccc34)o2)cc1,i,i,-37,i,1.3,i,i,i,i,i,i
O=C(O)c1ccccc1CSc1nnnn1-c1ccccc1,i,i,27,i,0.1,i,i,i,i,i,i
CCc1ccc(C(=O)C(C)OC(=O)c2nn(C)c(=O)c3ccccc23)cc1 (stereo unspecified),i,i,8,i,0.3,i,i,i,i,i,i
COc1cc2c(cc1O)[C@@H]1Cc3cc(O)c(OC)cc3[C@H](C2)N1C,i,i,13,i,-0.5,i,i,i,i,i,i
Cc1ccc2[nH]c(=O)c(CN(Cc3ccccc3)Cc3nnnn3C3CCCC3)cc2c1,i,i,12,i,2.1,i,i,i,i,i,i
COc1ccc([N+](=O)[O-])cc1NC(=O)CSc1nc(C)cc(C)n1,i,i,37,i,-0.1,i,i,i,i,i,i
COc1cc2c(cc1OC)-c1c(OC)c(OC)cc3ccnc(c13)C2=O,i,i,19,i,0.0,i,i,-7.9*,i,i,i
O=C(/C=C\c1ccco1)Nc1ccc(N2CCN(C(=O)c3ccccc3)CC2)cc1,i,i,-2,i,0.1,i,i,i,i,i,i
CCOc1ccc(NC(=O)CCSc2nc3c(c(CC)c2C#N)C(=O)CC(C)(C)C3)cc1,i,i,7,i,0.0,i,i,i,i,i,i
COc1ccccc1-n1nnnc1SCC(=O)NC1CCCC1,i,i,10,i,-0.4,i,i,i,i,i,i
CCN(CC(=O)NCc1cccs1)C(=O)/C=C/c1cccc(Cl)c1Cl,i,i,7,i,0.3,i,i,i,i,i,i
O=C(NCCC1=CCCCC1)N[C@@H](Cc1ccccc1)C(=O)O,i,-9.7*,11,i,0.7,i,i,i,i,i,i

# Continued.
Structure,TRPC4 act,MrgX1 antagonist,AI-2 QS mod,MrgX1 PAM,HIF act,TRPC4 inh,TRPC4 PAM,TRPC6 inhibitor,PolyA inhibitor,TRPC6 act,MrgX1 ag
Cc1cc2oc(=O)cc(CN3CCCCC3C)c2cc1C (stereo unspecified),i,i,-11,i,-0.6,i,i,i,i,i,i
COc1ccc(NC(=O)c2ccc3c(c2)OCO3)cc1,i,i,.,i,1.1,i,i,i,i,i,i
CCOc1ccc(NC(=O)CN(C)C(=O)c2cc([N+](=O)[O-])ccc2N2CCOCC2)cc1OCC,i,i,7,i,-0.2,i,i,i,i,i,i
O=C(CNC(=O)c1cccs1)c1ccc(Cl)cc1,i,i,22,i,-0.1,i,i,i,i,i,i
COc1ccc(OC)c(NC(=O)CCN2CCN(c3ccccc3OC)CC2)c1,i,i,-8,i,1.0,i,i,i,i,i,i
COc1ccc(/C=C/C(=O)NCC2COc3ccccc3O2)c(OC)c1 (stereo unspecified),i,i,51,i,0.4,i,i,i,i,i,i
CN(CCC#N)C(=O)COC(=O)[C@H](Cc1ccccc1)N1C(=O)c2ccccc2C1=O,i,i,30,i,-0.3,i,i,i,i,i,i
Cc1ccc(C(=O)CN2C(=O)C(=O)N(Cc3ccccc3)C2=O)cc1,i,-6.4*,23,i,0.0,i,i,i,i,i,i
CCOP(=O)(c1ccc(N(C)C)cc1)C(O)c1ccc(Cl)cc1 (stereo unspecified),i,i,12,i,-0.3,i,i,i,.,i,i
